# Rin1 Abl inh = blocks binding of human Rin1 to Abl; P00519+Q13671; TR-FRET Rin1/Abl binding, biochemical; inhibition, % at 7.35 µM; 360,000 compounds, 0.4% hits; in the data active = inhibition above about 5%, passing the limit was not always enough
# Neddylation inh = cullin neddylation inhibition; P61081+Q13564; TR-FRET cullin neddylation, biochemical; calls only at 25 µM; 360,000 compounds, 0.58% hits; in the data active = inhibition above about 36%
# MLLE-PAM2 inh = blocks PAM2 peptide binding to the PABP1 MLLE domain. GST-MLLE / FITC-PAM2 fluorescence polarization. P11940. inhibition, % at 20 µM. 360,000 compounds, 0.36% hits; in the data active = inhibition above about 35%, passing the limit was not always enough;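 also: plate controls were DMSO wells with GST-MLLE for no effect and wells lacking GST-MLLE protein for full effect; some results filed as inactive read as strong as hits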
# SKN-1 inh = blocks SKN-1 activity in C. elegans. C. elegans VP596 Pgst-4::GFP/RFP ratio, acrylamide-induced, 24 h. inhibition, % at 21.8 µM. 360,000 compounds, 0.49% hits. AID 624304;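 active = interference check ratio from 0.5 to 1.5 plus GFP to RFP signal ratio inhibition reaching or exceeding a fixed threshold, cut at about 30% in these data, passing the limit was not always enough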; also: some compounds called inactive have numbers as strong as hits
# CSN deneddyl inh = CSN deneddylation inhibition. inhibition, % at 12.5 µM. 360,000 compounds, 0.38% hits. Purified CSN, SCF-Nedd8-OG deneddylation, fluorescence polarization. AID 651999. Q92905;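 active = pattern-corrected inhibition above about 35%, with an unprinted fluorescence ratio check between 0.5 and 1.5, limit read from the data, passing the limit was not always enough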;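 also: 0% = enzyme with substrate and 100% = substrate without enzyme; some results filed as inactive read as strong as hits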
# Target sequence (Q92905 whole entry, looked up, one chain of several): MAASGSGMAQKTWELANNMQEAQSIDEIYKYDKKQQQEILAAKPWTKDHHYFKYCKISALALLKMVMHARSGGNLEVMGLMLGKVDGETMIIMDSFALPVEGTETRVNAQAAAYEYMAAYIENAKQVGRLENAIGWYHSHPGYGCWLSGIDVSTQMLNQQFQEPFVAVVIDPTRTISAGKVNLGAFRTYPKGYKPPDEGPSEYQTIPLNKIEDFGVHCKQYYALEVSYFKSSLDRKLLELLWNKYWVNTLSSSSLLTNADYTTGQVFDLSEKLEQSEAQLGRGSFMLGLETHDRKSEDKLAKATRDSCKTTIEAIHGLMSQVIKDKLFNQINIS
#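 Detection – fluorescence polarization · System – HEK293T-derived human Csn5 enzyme · Controls – substrate-only high control, full reaction low control · Timing – 90 min, room temperature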
# Rpn11 inh = inhibitors of human proteasome Rpn11 | O00487 | human 26S proteasome, Ub4-pepOG fluorescence polarization; 20S core pre-blocked with epoxomicin | calls only at 20 µM | 360,000 compounds, 0.59% hits | AID 588493;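 active = inhibition at 20 µM, scaled to each plate's controls, above about 33%, limit read from the data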
# Target sequence (O00487 whole entry, looked up): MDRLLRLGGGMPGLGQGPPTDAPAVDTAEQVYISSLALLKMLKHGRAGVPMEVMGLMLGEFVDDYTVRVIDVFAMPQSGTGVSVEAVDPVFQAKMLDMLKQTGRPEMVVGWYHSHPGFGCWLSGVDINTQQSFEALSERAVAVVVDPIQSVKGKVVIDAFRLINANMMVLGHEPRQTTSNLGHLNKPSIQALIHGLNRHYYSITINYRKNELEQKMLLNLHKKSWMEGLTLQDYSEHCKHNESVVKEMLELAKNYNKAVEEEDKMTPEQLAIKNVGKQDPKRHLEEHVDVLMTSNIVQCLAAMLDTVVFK
# NadD block = inhibitors of Staphylococcus aureus NadD. purified NadD enzyme, colorimetric absorbance read-out. inhibition, % at 20 µM. 360,000 compounds, 0.78% hits. AID 602399; in the data active = inhibition above about 26%; also: some compounds past the cut are filed as inactive
# FAS TE block = inhibitors of human fatty acid synthase thioesterase domain | inhibition, % at 15 µM | recombinant FAS-TE, OMFH fluorogenic substrate, fluorescence endpoint | P49327 | 360,000 compounds, 0.67% hits | AID 602261;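 active = compounds whose normalised, plate-corrected inhibition of enzyme fluorescence in the single-dose primary screen is 50% or more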;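 also: 0% = DMSO with enzyme and 100% = substrate without enzyme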
# MT1-MMP act inh = MT1-MMP (human) activation inhibition | GFP/RFP ratio change, % at 20 µM | 360,000 compounds, 0.061% hits | AID 651647 | HT1080 RFP-PRO-GFP cells, GFP/RFP ratio fluorescence, overnight; percent of plate control window, DMSO zero | P50281;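 active = GFP/RFP ratio change of at least 30% with cell ATP level not reduced by more than half and red fluorescence within 50% of control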; also: strong numbers were not always called active
#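 Read-out: GFP/RFP fluorescence ratio; Test system: RFP-PRO-GFP reporter HT1080 cells; Compound dosing: single-point 20 µM compound, 1% DMSO; Times: overnight compound exposure at 37 °C.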
# * hit, by the source's call; i = inactive; nt = no result given; + = active, no number. Hits appear at their usual frequency. Share with any hit: about 3.9%.
# Values run as follows: Rin1 Abl inh	Neddylation inh	MLLE-PAM2 inh	SKN-1 inh	CSN deneddyl inh	Rpn11 inh	NadD block	FAS TE block	MT1-MMP act inh
O=S(=O)(CCS(=O)(=O)c1ccccc1)c1ccccc1
    -3.8	i	-5.2	16.3	-0.6	i	-2.9	-7.1	4.1
CC(=O)Nc1c(O)nc(SCc2ccccc2C#N)[nH]c1=O
    1.1	i	-12.3	0.1	-9.1	i	2.4	-4.0	3.5
Cc1ccc(-c2nnn(CC(=O)NC3CCN(Cc4ccccc4)CC3)n2)cc1
    -0.1	i	1.8	-5.9	1.6	i	-5.0	-5.8	2.9
Nc1n[nH]c(N)c1N=Nc1ccc(F)cc1
    -4.1	i	7.6	2.0	-2.4	i	2.1	-5.9	5.7
C/C(Cc1ccccc1)=N\NC(=O)CNC(=O)Cc1ccccc1
    -0.8	i	-2.9	-3.9	-1.8	i	-4.2	-4.8	-1.4
O=c1c2ccccc2nc2n1C(CSCc1ccc(Cl)cc1Cl)CS2 (stereo unspecified)
    0.7	i	-18.5	-0.7	1.0	i	3.0	-0.7	-7.2
CCOC(=O)C1=C(O)/C(=C/c2ccc(OCC(=O)O)c(OC)c2)SC1=Nc1ccc(OC)cc1
    -1.9	i	10.5	6.8	-1.4	i	6.4	-8.7	4.0
COc1ccc(C(C(=O)NC2CCCC2)N(C(=O)c2ccoc2C)c2ccc(C)c(C)c2)cc1 (stereo unspecified)
    0.4	i	-9.9	12.3	1.4	i	-4.5	31.1	-4.0
Cc1ccccc1NC(=O)c1cc(-c2ccco2)nc2ccccc12
    0.9	i	6.0	-7.9	12.5	i	11.7	6.8	0.5
Cc1ccc(/C=C/C(=O)c2ccc(N3CCOCC3)cc2)s1
    6.7	i	-29.7	8.2	6.6	i	8.4	-6.1	-4.1
Cc1ccc(NC2=C(N3CCCCC3)C(=O)c3ccccc3C2=O)cc1
    0.3	i	24.2	2.7	2.6	i	-3.8	-1.0	-15.2
C=CCn1ccc(=O)nc1SC
    4.5	i	7.0	8.2	2.3	i	0.7	-7.0	-2.6
O=C1c2ccccc2N[C@@H]2C=CC[C@@H]2N1O
    -0.9	i	8.7	10.8	-0.9	i	-4.0	-7.9	2.3
CCOC(=O)Nc1ccc2nc(-c3cscn3)[nH]c2c1
    2.4	nt	9.9	-58.7	-2.3	i	2.8	-10.9	-3.6
CCOC(=O)c1csc(NC(=O)c2cc(=O)c3ccccc3o2)n1
    -5.5	i	-6.9	10.5	-5.3	i	3.7	-8.6	3.7
CCOC(=O)c1[nH]c(C=O)c(C(=O)OCC)c1C
    3.6	i	-10.5	11.6	11.9	i	-5.1	-4.1	-3.7
CC1(C(=O)NS(=O)(=O)c2ccc3c(c2)CCO3)CCN1C(=O)Cc1ccc(-c2ccccc2)cc1 (stereo unspecified)
    -3.4	i	-2.2	-2.1	-3.5	i	5.0	-8.9	6.4
COc1ccc(C2N(S(=O)(=O)c3ccccc3)CCN2S(=O)(=O)c2ccc(C)cc2)cc1 (stereo unspecified)
    -1.1	i	6.3	-0.9	4.3	i	-13.9	27.3	-3.4
N/C(=N\OC(=O)CC(c1ccccc1)c1ccccc1)c1cccnc1
    3.2	i	-1.6	13.5	0.5	i	0.2	2.0	-0.7
COc1cc(/C(C#N)=C/c2ccccc2)c([N+](=O)[O-])cc1OC
    -2.9	i	3.5	21.7	4.8	i	-11.0	21.1	-10.2
Cc1cc(=O)oc2cc(OCC(=O)NCc3ccco3)ccc12
    2.2	i	-10.7	-7.1	-1.8	i	-2.0	0.2	1.2
CCOC(=O)/C=C1\SCC(=O)N1CC(O)CN1C(=O)CS/C1=C/C(=O)OCC (stereo unspecified)
    3.7	i	-12.9	-21.9	1.7	i	2.9	-8.6	-1.3
COc1ccc(NC(=O)N2CCCC2C(=O)NCc2ccc(C)cc2)cc1 (stereo unspecified)
    0.5	i	12.1	1.5	-4.4	i	-1.3	-2.9	1.4
CCOc1ccccc1C(=O)N1CCN(c2ccc(C(F)(F)F)cn2)CC1
    -2.3	i	-1.1	2.6	-2.8	i	-0.6	2.8	4.6
CCOC(=O)C1(C)CCCN(C(=O)c2cccc(C(F)(F)F)c2)C1 (stereo unspecified)
    -1.5	i	-1.3	2.8	-5.5	i	-1.7	-8.2	1.1
C=C(C)COc1ccc(-c2nc(N)ncc2-c2ccc(Cl)cc2)c(O)c1
    -1.8	i	-1.9	-2.7	1.3	i	-2.0	32.0	-0.1
O=C(CSc1nnc(Nc2ccccc2F)s1)NC(=O)CN1CCCC1=O
    2.7	i	-57.4	1.2	6.0	i	-1.2	-3.3	1.8
C[C@@H](C(=O)NCCc1ccc(F)cc1)N1C(=O)N2CCc3c([nH]c4ccccc34)[C@@]2(C)C1=O
    -1.2	i	0.1	-10.2	-1.4	i	-5.2	11.6	0.9
O=C(O)CCCCCNC(=O)c1ccc(Br)cc1
    0.3	i	-3.7	-3.6	1.5	i	-2.9	-3.4	0.5
CCc1ccc2nc(NC(=O)CSCc3c(C)noc3C)sc2c1
    -0.6	i	10.1	-17.2	4.0	i	-8.9	10.9	-1.0
COc1cc(C(=O)NNC(=O)c2cccc(Cl)c2)ccc1OCC(=O)N1CCOCC1
    -2.7	i	-5.0	-17.5	-2.7	i	2.0	-9.1	-1.9
O=C1C(C=NCc2ccncc2)=C(O)c2ccccc21
    0.5	i	15.6	-18.0	-3.8	i	-3.8	-8.4	nt
O=C(CSc1nnc(Cn2nnc3ccccc32)o1)N(Cc1ccc(Cl)cc1)c1ccccc1
    -1.5	i	-2.3	3.2	4.5	i	-13.8	19.9	-2.7
O=C1N/C(=C/c2cccn2-c2ccc(F)cc2)C(=O)N1Cc1ccccc1
    0.6	nt	-11.5	6.0	0.8	i	0.9	-1.0	-10.3
O=C(Nc1ccc(S(=O)(=O)N2CCCCC2)cc1)C1CCN(C(=O)c2ccc(F)cc2)CC1
    2.5	i	-31.4	14.1	-1.9	i	6.7	7.0	-4.4
Cc1ccc([C@H]2N[C@]3(CCCN(Cc4ccc(Br)cc4)C3=O)[C@H]3C(=O)N(Cc4ccccc4)C(=O)[C@@H]23)cc1
    1.9	i	-5.0	1.1	-0.7	i	12.6	33.2	-5.0
Cc1c(OCC(=O)NCC2CCC(C(=O)O)CC2)ccc2c3c(c(=O)oc12)CCC3 (stereo unspecified)
    -1.1	i	-3.1	-1.4	0.2	i	4.1	-3.1	-6.4
O=C(NCC1CCCO1)c1ccc2c3n(nc2c1)-c1ccccc1CO3 (stereo unspecified)
    -2.4	+	-12.2	-9.2	96.9	i	-3.6	-7.6	1.6
O=c1c(Cc2ccc(F)cc2)c(O)ccn1CCc1cnc[nH]1
    3.0	i	12.4	-3.6	-6.1	i	-8.3	-10.2	-0.5
Cn1cccc1C(=S)N1CCOCC1
    -2.4	i	22.7	-19.7	1.5	i	2.4	-8.5	2.1

# Grouped by structure: the compounds so far with a cyano group (two)
# Values run as follows: Rin1 Abl inh	Neddylation inh	MLLE-PAM2 inh	SKN-1 inh	CSN deneddyl inh	Rpn11 inh	NadD block	FAS TE block	MT1-MMP act inh
CC(=O)Nc1c(O)nc(SCc2ccccc2C#N)[nH]c1=O
    1.1	i	-12.3	0.1	-9.1	i	2.4	-4.0	3.5
COc1cc(/C(C#N)=C/c2ccccc2)c([N+](=O)[O-])cc1OC
    -2.9	i	3.5	21.7	4.8	i	-11.0	21.1	-10.2

# (cont.)
# Values run as follows: Rin1 Abl inh	Neddylation inh	MLLE-PAM2 inh	SKN-1 inh	CSN deneddyl inh	Rpn11 inh	NadD block	FAS TE block	MT1-MMP act inh
OC(CCCN1CCCCC1)(c1ccccc1)c1ccccc1
    -0.2	i	-2.6	5.3	1.1	i	1.0	-4.7	2.1
OCc1cn(-c2ccccc2)nn1
    -0.9	i	1.6	2.4	-9.1	i	-1.1	-7.4	0.8
CCN(CC(=O)NC1CCS(=O)(=O)C1)Cc1nc2c(Br)cc(Br)cc2c(=O)[nH]1 (stereo unspecified)
    -2.9	i	-19.9	10.9	-2.6	i	-3.7	-5.5	-1.3
Cc1ccc2cc(C#N)c(N3CCCN(S(=O)(=O)c4ccccc4)CC3)nc2c1C
    -6.2	i	-9.5	1.2	10.7	i	12.8	3.6	-26.6
CCN(C(=O)COC(=O)c1cc(-c2ccccc2)nc2c1c(C)nn2-c1ccc(C)cc1)C1CCS(=O)(=O)C1 (stereo unspecified)
    -2.2	nt	12.6	2.0	0.7	i	-1.5	47.7	2.2
Cc1ccnc2nc(C(=O)Nc3nnc(-c4ccc(Cl)cc4)o3)nn12
    0.8	i	6.8	8.6	-5.9	i	8.6	-3.3	2.6
Cc1oc(-c2ccc(C(F)(F)F)cc2)nc1CN(Cc1ccccn1)C[C@@H]1CCC(=O)N1
    -1.4	i	-1.9	-9.7	2.1	i	1.4	-2.8	4.6
Cc1c(NC(=O)CSc2ncnc3ccccc23)c(=O)n(-c2ccccc2)n1C
    -8.4	i	18.1	-13.1	-3.9	i	-0.7	-3.3	-1.7
COCCNC(=S)Nc1cc(OC)c(NC(=O)c2ccco2)cc1OC
    -1.9	i	23.9	13.3	-0.9	i	-0.8	-5.5	-0.3
CCOc1ccc(OCCCC(=O)N2CCN(S(=O)(=O)c3ccccc3C#N)CC2)cc1
    2.6	i	-0.2	8.8	-0.5	i	-2.9	19.1	-0.2
CCOc1c(Cl)cc(CNc2ccc(N3CCCC3)cc2)cc1OC
    -2.3	i	6.2	4.9	1.0	i	32.7*	12.8	-4.7
CCC(=O)N1CCC(C(N)=O)(N2CCCCC2)CC1
    -3.6	i	1.1	-0.2	4.3	i	-5.2	-4.2	2.2
O=C(Nc1nc(-c2ccccc2)cs1)C1CCCO1 (stereo unspecified)
    4.1	i	-8.9	13.8	4.8	i	0.9	-0.3	-2.8
CCOC(=O)CSc1nnc(CNC(=O)Cc2ccccc2)n1C
    -2.9	i	-1.8	-14.3	-0.2	i	-3.7	-8.1	1.6
O=S(=O)(Nc1cccnc1)c1ccc(Cl)cc1
    1.4	i	3.5	-4.1	-9.8	i	-1.4	-2.7	0.8
CCC(C(=O)NC(C)(C)C)N(Cc1ccco1)C(=O)CNS(=O)(=O)c1ccc(OC)cc1 (stereo unspecified)
    0.5	i	-2.9	24.1	0.2	i	-0.8	-2.6	-2.7
O=C(O)c1cccc(N2C(=O)/C(=C/c3ccc(SCc4ccc(Cl)cc4)o3)SC2=S)c1
    1.5	i	-136.4	11.8	45.7*	nt	29.5	-21.0	-26.7
CCOC(=O)C1C(=O)CC(C)(O)C(C(=O)OCC)C1c1ccc(Br)cc1 (stereo unspecified)
    -0.5	i	3.0	4.0	-3.7	i	1.2	-5.4	-0.8
O=C(/C=C/c1c(Cl)nc2ccccn12)Nc1ccc(F)cc1
    3.8	i	5.5	6.3	-0.9	i	0.4	-1.1	7.0
O=S(=O)(NCC1COc2ccccc2O1)c1ccc2ccccc2c1 (stereo unspecified)
    0.3	i	1.9	-4.4	-7.4	i	-4.3	7.8	1.6
O=C1Cn2c(nc3ccccc32)N1c1cccc(C(F)(F)F)c1
    1.8	i	2.9	5.2	6.0	i	2.2	3.3	1.1
Cc1cc(C)c(NC(=O)Cn2c(=O)n(-c3ccc(CC(=O)NCC4CCCO4)cc3)c(=O)c3ccccc32)c(C)c1 (stereo unspecified)
    -0.7	i	1.1	-20.2	2.9	i	-5.0	-10.3	1.7
